Assay outcomes: PubChem, National Center for Advancing Translational Sciences (NCATS)
D3 ag – activates the human D3 dopamine receptor; D3R DiscoveRx beta-arrestin cells, luminescence, 90 min; P35462; actives 0.58% (n = 410,000); max activation, %; in the data active means max activation above about 30%; further: 0% is about no effect; mostly tested at two doses, the higher about 12 µM
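Agonist-mode cell screen: cells plated at 1500/well and incubated overnight at 37 °C, then exposed to library compounds for 90 min at 37 °C. Detection reagent was added for 30–60 min at room temperature, and luminescence was read.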
DRD3 antagonist – D3 dopamine receptor (human) antagonism. AID 652054. P35462. max response, negative = inhibition, %. D3R cells, DiscoveRx beta-arrestin luminescence, antagonist mode; hits give low values. actives 2.5% (n = 360,000); in the data active means max response below about -50%; inconclusive means no clear call, values can overlap the other calls; further: on the % scale 0 is the no-effect control and ±100 the full control effect; mostly tested at two doses, the higher about 12 µM
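Cells plated overnight at 1500 cells/well, then exposed to library compounds with dopamine controls for 90 minutes at 37 degrees C. DiscoveRx reagent added for 30–60 minutes at room temperature; luminescence read, quantitative HTS format.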
GLP-1R inv ag – inverse agonists of human GLP-1 receptor; P43220; HEK293 GLP-1R CRE-luciferase, luminescence, 24 h; GLP-1R form is constitutively active; Potency, µM (doses to about 38.3 µM), inactives show at the top dose activity change, negative = inhibition, usual class: inhibitors; actives 1.6% (n = 410,000); AID 624417; further: potency means the concentration at half of the fitted maximal effect; on the % scale 0 is the no-effect control and ±100 the full control effect; nearly all actives have a fitted effect of over 55% in size
Target sequence (P43220 whole entry, looked up): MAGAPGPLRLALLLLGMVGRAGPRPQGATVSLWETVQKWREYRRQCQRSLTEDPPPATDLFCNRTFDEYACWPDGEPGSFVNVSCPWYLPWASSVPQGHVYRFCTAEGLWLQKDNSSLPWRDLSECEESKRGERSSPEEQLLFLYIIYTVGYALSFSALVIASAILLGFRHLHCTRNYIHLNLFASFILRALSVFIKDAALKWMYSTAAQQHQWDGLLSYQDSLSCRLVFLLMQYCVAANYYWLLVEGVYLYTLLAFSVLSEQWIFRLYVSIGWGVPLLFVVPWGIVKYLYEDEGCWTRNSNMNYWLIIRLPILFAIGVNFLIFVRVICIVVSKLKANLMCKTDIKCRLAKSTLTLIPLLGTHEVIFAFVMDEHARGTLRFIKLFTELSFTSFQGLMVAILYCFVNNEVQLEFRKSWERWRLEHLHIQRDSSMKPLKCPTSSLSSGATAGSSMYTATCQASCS
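HEK293 cells stably co-expressing a cAMP-responsive luciferase reporter and constitutively active GLP-1R were seeded, incubated 12 h, then exposed to compounds for 24 h at 37 C. Luminescence was read 12 min after detection reagent; inverse agonists lower signal.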
GLP1R ag – agonists of human GLP-1 receptor; P43220; HEK293 GLP-1R CRE-luciferase, luminescence, 4-6 h; cells express a hypersensitive GLP-1R form; Potency, µM (top dose mostly 45.6 µM), for the others: top-dose activation, actives largely listed as activators; actives 0.007% (n = 380,000); further: potency means the concentration at half of the fitted maximal effect; % of control where 0% means no effect
HEK293 tox – cytotoxic in the GLP-1 receptor inverse agonist counter-screen | HEK293 cAMP-luciferase reporter cells, luminescence, 24 h | Potency, µM (titrated, usually from 38.3 µM), inactives show at the top dose activity change, negative = inhibition, hits mostly inhibitors | actives 0.13% (n = 410,000) | AID 624418;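 further: loss of luciferase light is scored as toxicity; potency means the concentration at half of the fitted maximal effect; on the % scale 0 is the no-effect control and ±100 the full control effect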
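Compound-treated cells are incubated 24 hr at 37 deg C under 5% CO2 after a 12 hour attachment period, then luciferase detection reagent is added and luminescence is measured following 12 min at room temperature; lowered signal indicates toxicity.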
aSyn yeast inh – alpha-synuclein toxicity inhibition in yeast. Yeast expressing alpha-synuclein, growth rescue, BacTiter-Glo, 24 h. Potency, µM (highest dose often 46.1 µM), without a hit: top-dose growth rescue (activation), actives largely listed as activators. actives 0.14% (n = 370,000); further: potency means the concentration at half of the fitted maximal effect; % of control where 0% means no effect; nearly all actives have a fitted effect of over 65% in size
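Rescue of yeast growth: cells expressing toxic alpha-synuclein, induced in galactose at OD600 0.02, incubated with compound 24 h at 30 C. ATP luminescence quantified growth; inhibitors of toxicity appear as activators.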
TDP43 rescue – rescues yeast growth from TDP-43 toxicity; TDP-43 expressing yeast growth rescue, BacTiter-Glo, 24 h; Potency, µM (doses to about 46.1 µM), without a hit: at the highest dose growth rescue (activation), most hits filed as activators; actives 1.8% (n = 410,000); AID 652104; further: potency means the concentration at half of the fitted maximal effect; % of control where 0% means no effect; nearly all actives have a fitted effect of over 50% in size
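Yeast cells expressing TDP-43 under galactose induction are exposed to compounds for 24 hr at 30 deg C. BacTiter-Glo luminescence measures growth, so protective compounds score as activators.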
PTHR1 agonist – PTHR1 (human) receptor agonism; actives 0.075% (n = 410,000); Q03431; Potency, µM (series often up to 115 µM), for the others: at the highest dose activation, usual class: activators; HEK293 GP2 PTHR1 cells, GloSensor cAMP luminescence, 1 h; further: potency means the concentration at half of the fitted maximal effect; nearly all actives have a fitted effect of over 55% in size; some results filed as inactive show a strong effect at the top dose; inactives centre near -15; many of its hits are not listed in these tables
Target sequence (Q03431 whole entry, looked up): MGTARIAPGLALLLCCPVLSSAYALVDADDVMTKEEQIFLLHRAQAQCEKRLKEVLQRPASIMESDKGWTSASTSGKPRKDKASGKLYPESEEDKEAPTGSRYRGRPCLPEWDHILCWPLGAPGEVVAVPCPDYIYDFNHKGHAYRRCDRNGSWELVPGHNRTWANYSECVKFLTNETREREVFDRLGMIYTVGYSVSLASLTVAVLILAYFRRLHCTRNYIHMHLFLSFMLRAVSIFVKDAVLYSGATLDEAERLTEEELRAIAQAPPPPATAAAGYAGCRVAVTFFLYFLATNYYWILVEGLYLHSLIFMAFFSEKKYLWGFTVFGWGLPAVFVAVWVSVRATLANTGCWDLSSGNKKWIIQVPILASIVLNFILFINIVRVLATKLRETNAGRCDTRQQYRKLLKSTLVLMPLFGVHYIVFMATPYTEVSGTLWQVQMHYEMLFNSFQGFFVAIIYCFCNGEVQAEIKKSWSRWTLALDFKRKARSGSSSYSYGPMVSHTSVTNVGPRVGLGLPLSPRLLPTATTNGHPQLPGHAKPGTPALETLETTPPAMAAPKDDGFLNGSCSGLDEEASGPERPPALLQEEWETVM
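HEK-293-derived GP2 cells expressing PTHR1 and a GloSensor cAMP reporter, 3,000/well, plated overnight, given luciferin plus IBMX (each 0.5 mM as added) for 1 h at 37 °C, then compound for 1 h at 37 °C. Luminescence was read after 15 min at room temperature.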
KB-V1 cytotox – kills drug-selected multidrug resistant KB-V1 cells; actives 3.4% (n = 400,000); KB-V1 MDR cells viability, CellTiter-Glo, 72 h; Potency, µM (series often up to 46.1 µM), for the others: at the top dose activity change, negative = cytotoxicity, usual class: cytotoxic; further: potency means the concentration at half of the fitted maximal effect; on the % scale 0 is the no-effect control and ±100 the full control effect; nearly all actives have a fitted effect of over 60% in size
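Compound-treated KB-V1 multidrug-resistant cells, 72 h, 37 degrees C; viability by CellTiter-Glo. Fitted qHTS curves give the values.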
Starred values were filed as active, the others as inactive; i = inactive; ? = inconclusive; · = no result given; & = joins results of further samples; [ ] = remark or other dose. Unless noted, the call rests on the fitted dose curve; in most records, active means well fitted curve in the direction sought with a large enough effect; inconclusive means small, poorly fitted or top-dose-only effect, or another doubt; inactive means no such curve, though single readings can be large; an effect the other way counts as inactive or inconclusive.

SMILES	D3 ag	DRD3 antagonist	GLP-1R inv ag	GLP1R ag	HEK293 tox	aSyn yeast inh	TDP43 rescue	PTHR1 agonist	KB-V1 cytotox
CCC(=O)Nc1ccc2nc(C3CC3)n(Cc3ccc(C(C)(C)C)cc3)c(=O)c2c1	-5	-12	?	14%	2%	2%	1%	-42%[inhibitor]	-7%
CCn1ccnc1CN(C)Cc1nc(-c2ccccc2)no1	-1	13	?	8%	-14%	5%	·	i	-3%
CN(C(=O)COc1ccccc1)c1nnc(C23CC4CC(CC(C4)C2)C3)s1	5	-14	5%	0%	1%	0%	5%	-8%	14%
Oc1c(Br)cc(Br)cc1/C=N/NC(=S)N[C@H]1CC2C=CC1C2 (stereo not given in full)	-14	-17	3.5µM*	0%	21%	-2%	3%	-17%	?
O=C(Nc1ccc(F)cc1F)N1CCN(c2ccc(Cl)c(Cl)c2)CC1	-11	·	11µM*	·	2%	·	21%	-88%[inhibitor]	-3%
Cc1ccc2cc(C=C(C#N)C#N)c(N3CCCCC3)nc2c1	19	23	0%	12%	-3%	-9%	-28%	-84%[inhibitor]	-22%
Cc1ccc(NC(=O)c2cc(NC(=O)/C=C\C(=O)O)ccc2N2CCCCC2)cc1	-6	-21	?	-3%	0%	-4%	8%	i	?
COc1ccc(C)cc1NC(=O)c1ccc(NC(=O)CC2SC(N3CCCC3)=NC2=O)cc1 (stereo not given)	-2	13	-11%	2%	-13%	-2%	-5%	i	19%
CCN(Cc1ccccc1)C(=O)Cn1c(=O)n(-c2ccc(Cl)cc2)c(=O)c2c(C)c(C)sc21	-15	·	-3%	·	-10%	·	-10%	i	-17%
O=C(Cc1ccccc1)NC(C(=O)O)C(O)c1ccc([N+](=O)[O-])cc1 (stereo not given)	-5	-3	15%	0%	-5%	-3%	0%	-16%	1%
CCn1ncc(Br)c1C(=O)NC1CCCCCCC1	-2	1	-33%	2%	8%	-2%	15%	-11%	-2%
Cc1ccc(CSc2nnc(-c3cnccn3)n2C)cc1	5	4	37%[activator]	10%	19%	3%	19%	-9%	-14%
CCOc1ccc(NS(=O)(=O)c2cc(NC(=O)c3cccc(C)c3)ccc2Cl)cc1	-2	11	?	3%	-25%	1%	-24%	-18%	-11%
CCC(SC1=N/C(=C/c2ccccc2OC)C(=O)N1c1ccccc1)C(=O)Nc1cc(C)on1 (stereo not given)	-2	0	?	-10%	-2%	2%	-10%	i	27%
CC(CNC(=O)[C@@H](Cc1ccccc1)NC(=O)CC[C@H]1O[C@@H](n2ccc(=O)[nH]c2=O)[C@H](O)[C@@H]1O)c1ccccc1 (stereo not given in full)	-4	15	15%	1%	-2%	2%	17%	-19%	-25%
CCCCn1c(N)c(N(CCOC)C(=O)c2ccc(S(=O)(=O)N3CCCCC3)cc2)c(=O)[nH]c1=O	-6	-4	7%	-5%	1%	1%	4%	-14%	1%
CCOC(=O)C(NC(=O)c1cccc(Cl)c1)(OCc1ccccc1)C(F)(F)F (stereo not given)	-13	-10	?	11%	15%	-4%	22%	i	?
CCOc1cc(NC(=S)Nc2ccccc2)c(OCC)cc1NC(=O)c1ccccc1	-4	4	-3%	-9%	-29%	9%	?	i	4%
Cc1nc(SCC(=O)NCc2cccs2)nc(C)c1C	2	7	16%	7%	2%	-10%	-5%	i	-19%
COCCN(C(=O)CSc1nnc(-c2ccc(C)cc2)n1N)c1c(N)n(Cc2ccccc2)c(=O)[nH]c1=O	-1	3	4%	0%	2%	-11%	5%	i	11%
O=C(COC(=O)COc1ccccc1)NC12CC3CC(CC(C3)C1)C2	-2	-8	12%	-1%	7%	-2%	-13%	i	2%
COc1cccc(N2CCN(Cc3ncc(-c4ccccc4)o3)CC2)c1	4	-56*	?	-1%	0%	5%	?	-24%	-15%
CCN(c1ccccc1)c1nnc(NC(=O)Nc2ccc(Br)cc2F)s1	-6	·	12%	·	-2%	·	7%	25%	?
O=C(O)c1ccc2c(c1)S(=O)(=O)c1cc(N3CCN(c4ncccn4)CC3)ccc1C2=O	-3	-1	1%	2%	1%	5%	16%	-15%	?
CC(=O)NC(CC(=O)NCCN1C(=O)S/C(=C\c2ccccc2)C1=O)c1ccccc1 (stereo not given)	1	3	-10%	2%	0%	-12%	9%	-25%	-3%

The list goes on (three carried over from the part before).
SMILES	D3 ag	DRD3 antagonist	GLP-1R inv ag	GLP1R ag	HEK293 tox	aSyn yeast inh	TDP43 rescue	PTHR1 agonist	KB-V1 cytotox
CCN(c1ccccc1)c1nnc(NC(=O)Nc2ccc(Br)cc2F)s1	-6	·	12%	·	-2%	·	7%	25%	?
O=C(O)c1ccc2c(c1)S(=O)(=O)c1cc(N3CCN(c4ncccn4)CC3)ccc1C2=O	-3	-1	1%	2%	1%	5%	16%	-15%	?
CC(=O)NC(CC(=O)NCCN1C(=O)S/C(=C\c2ccccc2)C1=O)c1ccccc1 (stereo not given)	1	3	-10%	2%	0%	-12%	9%	-25%	-3%
CN(Cc1ccco1)S(=O)(=O)c1nnc(NC(=O)c2ccccc2)s1	0&-8	3	1%&9%	-1%	-11%&-1%	-1%	12%&5%	-12%&-21%	?
Nc1nnc(SCC(=O)Nc2cccc(F)c2)s1	-3	·	2%	·	4%	·	6%	-17%	14%
O=C(CN(Cc1ccco1)C(=O)CNS(=O)(=O)c1ccccc1)NCc1ccccc1	7	6	-5%	-1%	-14%	11%	12%	-26%[57.5 µM]	-4%
CCn1cc(C(=O)N2CCN(c3ccccc3F)CC2)c(=O)c2cc(S(=O)(=O)N(C)C3CCCCC3)ccc21	4	·	6%	-1%	0%	·	9%	-48%	-7%
CCc1ccc(NC(=O)COc2coc(CN3CCc4ccccc4C3)cc2=O)cc1	-10	-15	?	-6%	10%	-1%	4%	-21%	-22%
O=C(O)CNc1ccccc1C(=O)O	1	28	-17%	-4%	-1%	7%	5%	-24%	0%
O=C(NCc1ccco1)C1CC(c2ccc(Cl)c(Cl)c2)=NO1 (stereo not given)	-5	20	?	-4%	-13%	1%	26%	-32%[inhibitor]	-12%
Cc1ccc(S(=O)(=O)NC(C(=O)Oc2ccc3c(C)c(Cl)c(=O)oc3c2)c2ccccc2)cc1 (stereo not given)	3	5	18%	1%	·	22%	?	-4%	-21%
Cc1[nH][nH]c(=O)c1C(c1cc2c(cc1Br)OCO2)c1c(C)[nH][nH]c1=O	-11	-2	12%	-1%	5%	1%	8%	-21%	1%
Cc1cnc(C(=O)OCC(=O)c2c(N)n(CC(C)C)c(=O)n(C)c2=O)cn1	-3	28	14%	-4%	-1%	-2%	8%	i	-24%
CCN(CC)S(=O)(=O)c1cc(C(=O)NCCN2CCOCC2)ccc1Cl	-12	-11	1%	-1%	-1%	-2%	-10%	i	?
Cc1ccc(C(=O)NC(C)C2CC3CCC2C3)cc1 (stereo not given)	-6	8	?	1%	1%	4%	15%	-6%	-12%
CC(=O)N1CCN(C(=O)COC(=O)c2oc3ccccc3c2C)CC1	0	-13	-7%	5%	2%	1%	11%	i	-1%
COc1ccc(-c2cccc3c2NC(=O)C3=O)cc1OC	-45	-16	16%	11%	4%	0%	17%	i	0%
CCn1nnnc1NCc1ccc(N2CCCC2)cc1	4	3	0%	-5%	11%	-1%	6%	i	?
CCn1c(SCc2ccc(C)cc2)nnc1C1CCN(S(=O)(=O)c2ccc(OC)cc2)CC1	2	15	1%	-1%	4%	15%	2%	-23%	?
CSC(=O)NC(=O)NC(=O)c1ccc([N+](=O)[O-])cc1	1	14	26%	0%	-3%	19%	28%	i	12%
Cc1ccc(NC(=O)C2CCN(S(=O)(=O)c3ccc4c(c3)NC(=O)C(C)S4)CC2)c(Cl)c1 (stereo not given)	7	-3	?	-3%	-20%	2%	-5%	-52%[inhibitor]	?
CC1(C(=O)NCCc2c[nH]c3ccccc23)CCN1CC1CCCCC1 (stereo not given)	-3	-10	?	12%	-14%	6%	5%	i	0%
O=C(O)CSc1cc(NS(=O)(=O)c2cccc([N+](=O)[O-])c2)c2ccccc2c1O	-16	-51*	120%[activator]	-9%	3%	-8%	?	-21%	5.8µM*
C/C(N)=C(/C#N)C(=O)COC(=O)c1ccc(C)c(S(=O)(=O)N2CCCCC2)c1	1	8	-4%	15%	19%	0%	6%	-88%[inhibitor]	-11%
Cc1oc2ncn(CC(C)C)c(=O)c2c1C(=O)NCCCN1CCC(C)CC1	-16	·	-14%	·	12%	·	10%	i	-16%
Cc1ccc2oc(-c3ccc(C)c(NC(=O)c4ccc(N5CCC(C)CC5)c([N+](=O)[O-])c4)c3)nc2c1	-9	·	19%	·	-3%	·	-6%	-3%	?
O=C(N/N=C1\C(=O)c2cccc3cccc1c23)c1ccc(O)cc1	-8	-4	40%[activator][7.66 µM]	-1%	2%[7.66 µM]	-16%	-6%	i	-8%
CC(C)S(=O)(=O)NC(=O)C1(C)CCN1C(=O)Cc1ccccc1 (stereo not given)	4	16	17%	-8%	2%	3%	14%	i	2%
COC(=O)c1ccc(NC(=O)CSc2cn(CC(=O)N3CCCCCC3)c3ccccc23)cc1	-6	·	?	·	-5%	·	16%	-54%[inhibitor]	·
Cc1nn(C)cc1C(=O)NNC(=S)Nc1ccc(Cl)cc1	-3	-63*	2%	-3%	4%	3%	10%	-10%	10%
CCOc1cc(C(C(=O)NCC2CCCO2)N(C(=O)Cn2nnc3ccccc32)c2ccccc2C(C)=O)ccc1O (stereo not given)	-5	5	2%	5%	-5%	3%	-15%	-12%	-8%
CCOC(=O)Cn1cncc1-c1ccc([N+](=O)[O-])cc1	3	8	21%	-3%	-13%	2%	3%	i	1%
CCc1ccc(CNC(=O)c2nn(C)c3c2CS(=O)(=O)c2ccccc2-3)cc1	-4	-17	?	-3%	-12%	-2%	15%	-6%	-7%

Not all compounds are listed. The share of hits here may be higher or lower than overall.
